Screening data deposited in PubChem by several laboratories.
human PMI inhibitors: MPI inhibition at elevated mannose 6-phosphate – biochemical, fluorescence intensity, high mannose 6-phosphate, primary screen (AID 1220); 190,000 tested, 0.66% active; inhibition, % at 20 µM, or IC50 in µM where a hit was titrated; recombinant PMI enzyme, coupled fluorescence intensity; higher % means a stronger effect
WT yeast gro inh: growth inhibition of WT yeast, mitochondrial fusion screen | 190,000 tested, 2.1% active | inhibition, % at 10 µM | mitochondrial fusion phenotypic screen, WT strain; in the data active = inhibition above about 58%; tested in S. cerevisiae
Myeloid diff 2: compounds promoting myeloid differentiation | 360,000 tested, 1% active | calls only at 10 µM | ER-HoxA9 myeloid progenitors, lysozyme-GFP differentiation, flow cytometry;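 active = normalized GFP-positive differentiation at or above the plate's own cutoff, the solvent-only control mean plus 3 SD; inconclusive = no clear call, values can overlap the other calls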;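 also: cells exposed to compound for four days before flow analysis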
SIAH1 antagonists: Siah-1 peptide-binding antagonists, primary screen, biochemical, fluorescence polarization, rhodamine-plectin, uHTS (AID 1817); 290,000 tested, 0.02% active; Siah-1 / rhodamine-plectin peptide fluorescence polarization; higher % means a stronger effect; displacement, % at 20 µM; hits with a dose series show IC50 in µM;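 active = displacement of at least 50% at 20 µM, with a fluorescence ratio check between 0.3 and a set limit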;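 also: plate controls were Siah plus tracer with DMSO for no effect and tracer alone without Siah for full effect; strong numbers were not always called active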
XIAP displacement: XIAP antagonists, biochemical, IAP family, fluorescence polarization (AID 1018); 200,000 tested, 0.007% active; XIAP BIR domain, fluorescence polarization peptide displacement; higher % means a stronger effect; displacement, % at 20 µM; hits with a dose series show IC50 in µM; in the data active = displacement above about 50%; also: a part of the inactive calls stands beside numbers as strong as those of hits
TNAP activators: stimulation of alkaline phosphatase TNAP activity – biochemical, luminescent, no phosphate acceptor, uHTS, primary screen (AID 1001). 200,000 tested, 0.03% active. purified TNAP, luminescent activation assay, no phosphate acceptor; higher activation fold means a stronger effect. one-dose activation fold at 20 µM; EC50 in µM for titrated hits; in the data active = activation fold from about 3, or a potency from the dose series; inactive = the rest, 99 in 100 with activation fold below about 1.6; also: many of its hits are not listed in these tables
PhoP inhibition: inhibitors of PhoP regulon expression, primary screen, Salmonella Typhimurium, GFP reporter (AID 1863); 300,000 tested, 0.16% active; S. Typhimurium PhoP-regulated promoter GFP reporter, 4 h; higher % means a stronger effect; inhibition, % at 50 µM; hits with a dose series show IC50 in µM;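 active = inhibition over 29.93%, a cutoff 3 SD above the screen mean, later confirmed by dose response; inconclusive = inhibition over 29.93% but no dose response follow-up; inactive = inhibition at most 29.93% or unconfirmed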;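 also: 0% = low Mg2+ inducing control and 100% = high Mg2+ repressing control; strong numbers were not always called active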
human PMI inhibition: MPI enzyme activity inhibition – biochemical, fluorescence intensity, coupled assay, primary screen (AID 1209); purified PMI enzyme, coupled fluorescence intensity; higher % means a stronger effect; one-dose inhibition, % at 20 µM; IC50 in µM for titrated hits; 190,000 tested, 0.42% active;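 also: plate controls were DMSO vehicle for no effect and wells lacking substrate for full effect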
RSV antiviral HEp-2: inhibition of RSV-induced cytopathic effect – HEp-2 cells, primary 10 µM value included (AID 2391) | HEp-2 cells, RSV-induced CPE inhibition; higher % means a stronger effect | one-dose CPE inhibition, % at 10 µM; IC50 in µM for titrated hits | 310,000 tested, 0.13% active; in the data active = a potency from the dose series; inconclusive = CPE inhibition mostly from about 23% at the one dose, without a potency; inactive = the rest, 99 in 100 with CPE inhibition below about 21%; also: strong numbers were not always called active
WT yeast gro inh mutant strain: second read-out of WT yeast gro inh, no call of its own (marks repeat the call); inhibition, %; mitochondrial fusion phenotypic screen, mutant strain inhibition
Myeloid diff 2 GFP+ MAC1+ %: recorded beside Myeloid diff 2, whose call it bears; GFP+ MAC1+ double positive, %; measured here: differentiation confirmed by MAC1 staining
Active calls of the source: *; i = inactive; ? = inconclusive; nt = not tested or not shown; + = active, no number. Rule as the data show it, unless noted: active = inhibition above about 50%; inactive = the rest.

smiles	Myeloid diff 2	XIAP displacement	WT yeast gro inh mutant strain	human PMI inhibitors	TNAP activators	Myeloid diff 2 GFP+ MAC1+ %	human PMI inhibition	RSV antiviral HEp-2	WT yeast gro inh	PhoP inhibition	SIAH1 antagonists
C=CCn1c(CCNC(=O)c2ccccc2F)nnc1SCC(=O)Nc1ccccc1F	i	nt	nt	nt	nt	0.9	nt	1.5%	nt	-3%	0%
CC(C)(C)C1CCC(C(=O)Nc2ccccc2)CC1 (stereo not given)	i	-0.8%	-6	13%	1.1	1.0	14%	6.8%	-9	-8%	-5%
O=C(CCN1C(=O)c2ccccc2S1(=O)=O)N1CCN(c2ccccc2)CC1	i	-2.5%	-11	5%	1.1	0.3	6%	0.2%	-19	-10%	2%
C[n+]1cnn2c1SCC1(COC1)C2	i	-9.5%	-1	12%	1.1	2.9	36%	-0.2%	-8	-9%	1%
COCCn1c(SCC(=O)NCc2ccc3c(c2)OCO3)nnc1-c1c[nH]c2ccccc12	i	-6.6%	-7	-14%	1	3.2	-14%	2.3%	-13	3%	1%
Cc1ccc(S(=O)(=O)Cc2ccc(C(=O)NCc3ccc4c(c3)OCO4)o2)cc1	i	-0.4%	5	2%	1.1	2.2	6%	2.8%	6	2%	-4%
O=C(COC(=O)/C=C/c1ccc(OC(F)F)cc1)NCCN1C(=O)CSC1=O	i	1.0%	-7	4%	1.1	0.0	8%	-0.2%	18	0%	0%
Cc1cc(=O)n2ccccc2c1C#N	i	-3.7%	-47	4%	1.2	5.8	0%	-0.5%	-17	8%	-1%
COc1ccc(CCC(=O)NCCc2ccc(OC)c(OC)c2)cc1	i	nt	nt	nt	nt	0.3	nt	-0.6%	nt	5%	-2%
O=C(O)c1cccc(Cn2cc(Cl)cn2)c1	i	-1.0%	18	-1%	1.1	0.5	7%	0.3%	3	-12%	0%
O=C(NCCCN1CCOCC1)c1ccccc1N1C(=O)[C@@H]2Cc3c([nH]c4ccccc34)C(c3cccc(Cl)c3)N2C1=O (stereo not given in full)	i	nt	nt	nt	nt	2.8	nt	0.6%	nt	2%	4%
CCN(CC)C(=O)Cn1cc(SCC(=O)NC2CCCC2)c2ccccc21	i	1.6%	29	2%	1.1	0.6	4%	-0.5%	6	11%	-5%
COc1ccc(C2C(C(=O)N3CCC(C(N)=O)CC3)CC(=O)N2c2ccc(OC)cc2)cc1 (stereo not given)	i	-2.3%	-5	-4%	1	0.4	0%	-0.4%	-16	-6%	-3%
Cc1cccc(NC(=O)c2cnn(-c3ccccc3)c2C)c1C	i	nt	nt	nt	nt	0.3	nt	3.8%	nt	-2%	-5%
CC(=O)Nc1ccc(NC(=O)[C@@H]2CCCN2S(=O)(=O)c2ccc3c(c2)OCCO3)cc1	i	-1.7%	-4	1%	1.1	0.5	-2%	1.1%	8	-6%	7%
Cc1cc(C)c(C#N)c(SCCS(=O)(=O)Cc2ccc(Cl)cc2)n1	i	-4.4%	13	10%	1.1	0.7	12%	nt	11	6%	0%
CC(C(=O)Nc1cccc(S(=O)(=O)N2CCOCC2)c1)N1CCN(C/C=C/c2ccccc2)CC1 (stereo not given)	i	-5.2%	-11	-5%	1.2	0.5	-1%	1.3%	-11	5%	1%
CN(C)c1ccc(/C=N/NC(=O)c2ccccn2)cc1	i	nt	nt	nt	nt	0.4	nt	2.1%	nt	0%	2%
CSc1nc2ccc(NS(=O)(=O)c3ccccc3F)cc2s1	i	-12%	6	-12%	1	0.3	-18%	7.0%	12	3%	2%
CCN1CCN(C(=O)/C=C/c2c(F)cccc2Cl)CC1	i	-0.9%	7	-4%	1.1	0.2	-7%	0.8%	6	1%	1%
Cc1ccc(NC(=O)c2cncc(Br)c2)cc1S(=O)(=O)N(C)C	i	4.4%	-12	15%	1.1	0.0	7%	1.1%	-1	-14%	-1%
O=C1OCCC1Sc1nnc(-c2ccccc2)o1 (stereo not given)	i	-5.4%	8	0%	1	0.4	-2%	0.4%	9	5%	0%
O=C(C1CCN(Cc2ccc(F)cc2)CC1)N(CCO)Cc1ccccc1	i	-2.8%	-30	-5%	1.1	0.6	2%	-0.4%	6	-10%	1%
Cc1cc(C(=O)N2CCN(C/C=C/c3ccccc3)CC2)no1	i	-6.2%	4	17%	1	13	12%	-0.3%	-9	32%	-4%
CN(C)c1ccc(-c2noc(C3CCN(S(=O)(=O)c4cccc(C(=O)O)c4)CC3)n2)cc1	i	-7.5%	5	9%	1	5.1	10%	8.0%	16	-7%	-6%
Cc1c(Br)c(=O)oc2c(C)c(O)ccc12	i	-4.2%	5	13%	1	0.7	10%	19%	-8	-1%	-1%
COc1ccc(S(=O)(=O)Nc2nc3ccccc3nc2Nc2ccc3c(c2)OCO3)cc1	nt	-1.1%	-12	10%	1	nt	11%	4.1%	6	7%	22%
CC(Oc1ccc(/C=N/NC(=O)Cc2cccc3ccccc23)cc1)C(=O)O (stereo not given)	i	nt	nt	nt	nt	0.3	nt	0.8%	nt	-9%	14%
O=C(NCc1cc([N+](=O)[O-])ccc1O)c1cccnc1Sc1ccccc1Cl	i	nt	nt	nt	nt	1.7	nt	?	nt	-5%	0%
Cc1cccc(-c2noc(-c3ccoc3C)n2)c1	i	-6.1%	8	-1%	1.1	0.4	1%	0.2%	3	1%	0%
COc1ccc(Cc2nnc(-c3ccccc3)o2)cc1	i	-9.1%	10	6%	1.1	0.4	8%	7.0%	-1	-4%	0%
c1ccc(Cc2cc[n+](Cc3ccccc3)cc2)cc1	i	-1.8%	2	1%	1.1	0.6	3%	0.4%	-1	3%	3%
CC(C)Cn1c(N2CCN(CC(=O)Nc3ccc(Cl)cc3)CC2)nc2ccccc21	i	2.9%	10	14%	1.1	0.1	16%	1.1%	5	-2%	-6%
Cc1cc(C)c(S(=O)(=O)Cc2ccccc2)c(=O)[nH]1	i	-3.6%	12	-13%	1	0.3	-4%	-1.4%	12	0%	-3%
COC(=O)c1cc(-c2ccc(OC)c(OC)c2)n[nH]1	i	-4.0%	-48	6%	0.9	0.9	8%	-1.2%	-3	12%	0%
CC(=O)c1ccc(-n2c(SCC(=O)c3c[nH]c4ccccc34)nc3ccccc3c2=O)cc1	i	-5.1%	12	12%	1.1	0.4	20%	14%	14	11%	0%
C=CCn1c(SCc2ccc(Br)cc2F)nc2cc(C(=O)O)ccc2c1=O	i	nt	nt	nt	nt	0.6	nt	20%	nt	-7%	6%
COc1ccc(C(=O)C[n+]2ccc(-c3nnc4n3CCCCC4)cc2)cc1	i	nt	nt	nt	nt	0.6	nt	-0.6%	nt	-8%	-1%
CCN(CC(=O)NCc1ccc(F)cc1)C(=O)/C=C/c1ccco1	i	-0.6%	4	-14%	1.1	0.2	-15%	1.0%	3	6%	-8%
COc1ccc(CC(=O)N/N=C/c2cc(Br)cs2)cc1OC	i	nt	nt	nt	nt	0.7	nt	6.2%	nt	-4%	9%
CCOC(=O)c1nc(Nc2cc(Cl)ccc2OC)c2ccccc2n1	i	nt	nt	nt	nt	0.4	nt	11%	nt	1%	5%
CCC(C)c1ccccc1NC(=O)COC(=O)c1ccc2[nH]c3c(c2c1)CCCC3 (stereo not given)	+	-7.9%	9.2*	5%	1	1.1*	7%	16%	62*	8%	2%
COc1ccc(CCN=C2SCC(=O)N2C)cc1OC	i	2.3%	-8	3%	1.1	0.9	-1%	3.0%	3	1%	-4%
COc1ccccc1CNC(=O)[C@H](C)NC(=O)C1CCN(C(=O)[C@H](CCSC)NC(=O)OC(C)(C)C)CC1	i	nt	nt	nt	nt	2.4	nt	0.6%	nt	-3%	0%
Cc1ccc(-c2csc(NNC(=O)c3ccccc3)n2)cc1	i	-7.8%	14	-49%	1.3	0.4	-33%	-0.7%	9	1%	-2%
COc1ccc(C[C@H]2CN3C(=NC[C@@H]3C(C)C)N2CCNC(=O)c2ccc(C)c(Br)c2)cc1	i	-1.8%	5	-1%	1.1	0.9	3%	-1.6%	2	3%	-1%
COc1ccccc1N1CCN(C(=S)Nc2ccc(S(=O)(=O)N3CCOCC3)cc2)CC1	i	-3.5%	-3	2%	1.1	0.1	12%	2.9%	16	0%	4%
CSc1ccc(C(=O)C2CCCN(C(=O)Cc3nonc3C)C2)cc1 (stereo not given)	i	1.0%	3	12%	1	0.4	12%	2.0%	13	-4%	-3%

Shown with two lines to a compound: part of the list above
Values run as follows: Myeloid diff 2	XIAP displacement	WT yeast gro inh mutant strain	human PMI inhibitors	TNAP activators	Myeloid diff 2 GFP+ MAC1+ %	human PMI inhibition	RSV antiviral HEp-2	WT yeast gro inh	PhoP inhibition	SIAH1 antagonists
> C=CCn1c(CCNC(=O)c2ccccc2F)nnc1SCC(=O)Nc1ccccc1F
 : i	nt	nt	nt	nt	0.9	nt	1.5%	nt	-3%	0%
> CC(C)(C)C1CCC(C(=O)Nc2ccccc2)CC1 (stereo not given)
 : i	-0.8%	-6	13%	1.1	1.0	14%	6.8%	-9	-8%	-5%
> O=C(CCN1C(=O)c2ccccc2S1(=O)=O)N1CCN(c2ccccc2)CC1
 : i	-2.5%	-11	5%	1.1	0.3	6%	0.2%	-19	-10%	2%
> C[n+]1cnn2c1SCC1(COC1)C2
 : i	-9.5%	-1	12%	1.1	2.9	36%	-0.2%	-8	-9%	1%
> COCCn1c(SCC(=O)NCc2ccc3c(c2)OCO3)nnc1-c1c[nH]c2ccccc12
 : i	-6.6%	-7	-14%	1	3.2	-14%	2.3%	-13	3%	1%
> Cc1ccc(S(=O)(=O)Cc2ccc(C(=O)NCc3ccc4c(c3)OCO4)o2)cc1
 : i	-0.4%	5	2%	1.1	2.2	6%	2.8%	6	2%	-4%
> O=C(COC(=O)/C=C/c1ccc(OC(F)F)cc1)NCCN1C(=O)CSC1=O
 : i	1.0%	-7	4%	1.1	0.0	8%	-0.2%	18	0%	0%
> Cc1cc(=O)n2ccccc2c1C#N
 : i	-3.7%	-47	4%	1.2	5.8	0%	-0.5%	-17	8%	-1%
> COc1ccc(CCC(=O)NCCc2ccc(OC)c(OC)c2)cc1
 : i	nt	nt	nt	nt	0.3	nt	-0.6%	nt	5%	-2%
> O=C(O)c1cccc(Cn2cc(Cl)cn2)c1
 : i	-1.0%	18	-1%	1.1	0.5	7%	0.3%	3	-12%	0%
> O=C(NCCCN1CCOCC1)c1ccccc1N1C(=O)[C@@H]2Cc3c([nH]c4ccccc34)C(c3cccc(Cl)c3)N2C1=O (stereo not given in full)
 : i	nt	nt	nt	nt	2.8	nt	0.6%	nt	2%	4%
